Menin MLL FP TR – menin-MLL binding inhibition, Texas Red mutant peptide; O00255; Menin + Texas Red MLL mutant peptide, fluorescence polarization; Potency, µM (highest dose often 61.6 µM), for inactives: top-dose FP activity change, negative = inhibition, usual class: inhibitors; hit rate 0.23% among 270,000; AID 1768; active = well fitted inhibition curve with a large enough effect in the polarisation, with a control signal flat, not every such curve was filed as active; inconclusive = small, poorly fitted or top-dose-only effect, or effect the other way, or a change in a side signal; inactive = no such curve, though single readings can be large or run the other way; the % refers to the polarisation; also: potency is read from the fitted curve at half-maximal effect; % of control where 0% means no effect; many of its hits are not listed in these tables
Target sequence (O00255 whole entry, looked up): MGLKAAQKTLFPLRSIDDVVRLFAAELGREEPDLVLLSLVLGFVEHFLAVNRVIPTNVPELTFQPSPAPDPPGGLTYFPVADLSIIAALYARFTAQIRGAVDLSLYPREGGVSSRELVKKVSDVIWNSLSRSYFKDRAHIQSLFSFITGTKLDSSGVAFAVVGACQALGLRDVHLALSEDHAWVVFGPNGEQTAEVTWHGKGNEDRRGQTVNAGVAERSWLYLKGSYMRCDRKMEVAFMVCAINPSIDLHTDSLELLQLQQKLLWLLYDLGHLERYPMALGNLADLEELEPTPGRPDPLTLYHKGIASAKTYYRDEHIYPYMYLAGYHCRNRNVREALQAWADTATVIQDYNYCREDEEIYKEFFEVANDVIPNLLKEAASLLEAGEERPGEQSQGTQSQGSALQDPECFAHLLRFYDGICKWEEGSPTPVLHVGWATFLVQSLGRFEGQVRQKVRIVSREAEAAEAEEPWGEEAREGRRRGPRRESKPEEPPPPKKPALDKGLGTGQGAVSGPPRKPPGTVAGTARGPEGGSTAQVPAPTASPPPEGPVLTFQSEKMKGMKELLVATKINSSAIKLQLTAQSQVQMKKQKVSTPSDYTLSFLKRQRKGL
Gal4-VP16 FLuc – inhibits Gal4-VP16 luciferase reporter, ROR gamma counter-screen. Potency, µM (series often up to 53.6 µM), for inactives: top-dose activity, negative = inhibition, most hits filed as inhibitors. AID 2546. Drosophila S2 Gal4-VP16 UAS-luciferase, luminescence, 20 h. hit rate 3.5% among 310,000;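 also: Gal4-VP16 expression switched on by copper sulfate through the metallothionein promoter; potency is read from the fitted curve at half-maximal effect; % is scaled to controls: 0 for no effect and ±100 for the full control effect; nearly all actives have a fitted effect of over 50% in size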
Mito fusion yeast – mitochondrial division inhibition or fusion activation. S. cerevisiae fusion-defective mutant growth rescue, CellTiterGlo 48 h. Potency, µM (highest dose often 46.1 µM), for the others: top-dose growth rescue (activation), most hits filed as activators. hit rate 0.23% among 320,000;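 also: potency is read from the fitted curve at half-maximal effect; % of control where 0% means no effect; nearly all actives have a fitted effect of over 45% in size; temperature-sensitive fusion mutants such as fzo1-1 at 37 °C on non-fermentable ethanol glycerol medium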
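Yeast fusion mutant, YPEG (non-fermentable carbon), compound, 48 h at 37C non-permissive; CellTiterGlo added, 10 min RT, luminescence read. Rescued growth = division inhibition.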
ELG1 repair inh – blocks ELG1-dependent DNA repair in HEK293T cells; HEK293T ELG1-luciferase reporter, luminescence, 16 h; DNA damage induced by 5-fluorouridine; Potency, µM (top dose mostly 46.1 µM), for inactives: at the highest dose activity change, negative = inhibition, most hits filed as inhibitors; hit rate 2.3% among 330,000; also: potency is read from the fitted curve at half-maximal effect; % is scaled to controls: 0 for no effect and ±100 for the full control effect; nearly all actives have a fitted effect of over 55% in size
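Cells (2,000 per well) received 5-fluorouridine plus test compound or DMSO and were incubated 16 hr at 37 °C, 5% CO2. Luciferase activity was read by luminescence 30 min after ONE-Glo addition; signal suppression marked inhibition of damage-induced ELG1 function.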
MBNL1-CUG inh – blocks human MBNL1 binding to CUG repeat RNA; TR-FRET MBNL1-His/biotin-(CUG)12 binding, 665/545 ratio; Potency, µM (top dose mostly 57.5 µM), inactives show at the highest dose activity change, negative = inhibition, most hits filed as inhibitors; hit rate 0.036% among 280,000; AID 2675; active = well fitted inhibition curve with a large enough effect in the signal ratio, with a control signal flat, not every such curve was filed as active; inconclusive = small, poorly fitted or top-dose-only effect, or effect the other way, or a change in a side signal; inactive = no such curve, though single readings can be large or run the other way; the % refers to the signal ratio; also: potency is read from the fitted curve at half-maximal effect; % is scaled to controls: 0 for no effect and ±100 for the full control effect
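Inhibition of protein-RNA binding appears as loss of TR-FRET between terbium anti-His antibody on MBNL1-His and streptavidin-XL665 on biotin-(CUG)12. Activity is normalized to buffer-only and uninhibited-complex controls.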
FLuc counter – counter-screen for miR-21 project: firefly luciferase inhibitors or activators. purified FLuc, Km substrates, luminescence inhibition. Potency, µM (top dose mostly 57.5 µM), for inactives: top-dose activity change, negative = inhibition, hits mostly inhibitors. hit rate 6.9% among 360,000. AID 588342;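 also: potency is read from the fitted curve at half-maximal effect; plate controls were vehicle for no effect and reference inhibitor for full effect; nearly all actives have a fitted effect of over 55% in size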
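Biochemical qHTS of compounds, final roughly 60 µM downward over six points, against 10 nM purified firefly luciferase using Km concentrations of substrates (10 uM D-luciferin, 10 uM ATP) in Tris acetate pH 7.5 buffer; luminescence output.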
KCNH2 3.1 block – inhibitors of human KCNH2 3.1 potassium channel isoform; hit rate 0.95% among 340,000; activity change, % (tested at about 1.8 µM); U2OS KCNH2 3.1, thallium flux FluxOr; stronger effect = lower value; AID 720553;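 active = maximum activity change below -70%; inconclusive = maximum activity change from -70% to -50%; inactive = maximum activity change above -50%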;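 also: thallium influx rate constant from kinetic fluorescence after stimulation buffer; % is scaled to controls: 0 for no effect and ±100 for the full control effect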
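Virally transduced U2OS (3.1 isoform, 4 h infection in dark at RT) → overnight 37 C → FluxOr + Red40 in HBSS/HEPES, 45 min → stimulation buffer, 2 min kinetic read → rate constant vs DMSO controls.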
RORgamma inh – inhibitors of mouse ROR gamma transcriptional activity; P51450; Drosophila S2 Gal4-RORgamma UAS-luciferase reporter, 20 h; Potency, µM (doses to about 53.6 µM), without a hit: at the highest dose activity change, negative = inhibition, usual class: inhibitors; hit rate 5.4% among 310,000; also: potency is read from the fitted curve at half-maximal effect; % is scaled to controls: 0 for no effect and ±100 for the full control effect; nearly all actives have a fitted effect of over 60% in size
Target sequence (P51450 whole entry, looked up, the tested form may be a part): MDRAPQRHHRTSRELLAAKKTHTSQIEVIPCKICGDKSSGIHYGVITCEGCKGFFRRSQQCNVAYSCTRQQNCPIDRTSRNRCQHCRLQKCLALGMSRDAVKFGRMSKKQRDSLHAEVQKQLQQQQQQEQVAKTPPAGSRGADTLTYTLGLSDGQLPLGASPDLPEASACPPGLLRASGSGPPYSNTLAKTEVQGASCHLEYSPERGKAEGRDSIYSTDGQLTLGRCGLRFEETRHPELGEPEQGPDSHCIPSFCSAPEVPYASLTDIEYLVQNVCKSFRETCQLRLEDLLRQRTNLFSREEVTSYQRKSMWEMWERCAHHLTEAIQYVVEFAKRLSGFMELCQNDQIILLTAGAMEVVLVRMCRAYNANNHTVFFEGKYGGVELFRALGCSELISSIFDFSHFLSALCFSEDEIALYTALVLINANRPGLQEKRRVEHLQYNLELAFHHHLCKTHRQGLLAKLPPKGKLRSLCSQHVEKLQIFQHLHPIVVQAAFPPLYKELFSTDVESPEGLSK
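A Gal4/UAS one-hybrid system in insect cells: metallothionein-promoter Gal4–ROR gamma fusion plus Photinus luciferase reporter. Copper sulfate 700 uM final, 20 hr ambient incubation, luminescent detection after 10 min with reagent.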
NPC1 promoter act – activators of NPC1 promoter | hit rate 2.4% among 320,000 | Huh7 NPC1 promoter luciferase reporter, 24 h | Potency, µM (top dose mostly 9.22 µM), without a hit: at the top dose activation, most hits filed as activators;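 also: potency is read from the fitted curve at half-maximal effect; % of control where 0% means no effect; nearly all actives have a fitted effect of over 60% in size; reporter is driven by a mutant NPC1 promoter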
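Huh7 reporter cells (NPC1 promoter driving luciferase) are dosed with compound for 24 h at 37 °C, 5% CO2; luciferase detection reagent is then added and luminescence measured after 10 min at ambient temperature.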
PKM2 act – PKM2 (human) enzyme activation | P14618 | purified PKM2, Kinase-Glo ATP luminescence, activation; response scale: 0% is enzyme alone, no compound | Potency, µM (doses to about 57.5 µM), for inactives: top-dose activation, most hits filed as activators | hit rate 0.34% among 260,000 | AID 1631; also: potency is read from the fitted curve at half-maximal effect; % is scaled to controls: 0 for no effect and ±100 for the full control effect; nearly all actives have a fitted effect of over 55% in size
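Purified hPK-M2 (>95%) run at intermediate activity with 0.1 mM ADP and 0.5 mM PEP in 50 mM imidazole pH 7.2, KCl, MgCl2; 1 h room temperature. ATP formed read by Kinase-Glo luminescence; normalized to uninhibited and no-enzyme controls.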
Rab9 prom act – Rab9 promoter activation; Huh7 Rab9 promoter-luciferase reporter, luminescence, 24 h; Potency, µM (titrated, usually from 9.22 µM), for the others: at the highest dose activation, negative = inhibition, most hits filed as activators; hit rate 2.8% among 320,000; also: potency is read from the fitted curve at half-maximal effect; % of control where 0% means no effect; nearly all actives have a fitted effect of over 60% in size
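Quantitative HTS format; Huh7 Rab9-luciferase reporter cells (1500/well) receive compound 2 h post-plating, incubate 24 h at 37 °C, then get luciferase reagent for 10 min before luminescence reading.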
An asterisk follows results filed as active; ? = inconclusive; nt = not tested or not shown; & = joins results of further samples; [ ] = dose if it differs, or a comment. Unless noted, calls follow the shape of the dose curve; as a rule, active = well fitted curve in the direction sought with a large enough effect; inconclusive = small, poorly fitted or top-dose-only effect, or another doubt; inactive = no such curve, though single readings can be large; an effect the other way counts as inactive or inconclusive. This is a subset. The share of hits here may be higher or lower than overall.

| Compound | Menin MLL FP TR | Gal4-VP16 FLuc | Mito fusion yeast | ELG1 repair inh | MBNL1-CUG inh | FLuc counter | KCNH2 3.1 block | RORgamma inh | NPC1 promoter act | PKM2 act | Rab9 prom act |
| --- | --- | --- | --- | --- | --- | --- | --- | --- | --- | --- | --- |
| O=C(c1cccc(-n2cccc2)c1)N1CCN(S(=O)(=O)c2ccc(F)cc2)CC1 | 3% | -20% | -3% | -4% | -9% | 0% | -9 | 4% | -4% | 1% | 6% |
| COc1cccc(-c2ccc3nnc(SCC(=O)N4CCCC4)n3n2)c1 | nt | nt | -9% | -10% | nt | 2% | -12 | nt | -3% | nt | -1% |
| COCCCN(C(=S)NC(=O)c1ccc(Br)cc1)c1c(N)n(Cc2ccccc2)c(=O)[nH]c1=O | 6% | 3% | -3% | 0% | 5% | -15% | 0 | 10µM* | -2% | 5% | -3% |
| Cn1c(CCNC(=O)c2ccccc2)nc2ccccc21 | -4% | -5% | 1% | ? | 4% | -11% | 14 | -2% | 0% | -1% | 11% |
| CN(Cc1ccccc1)c1ccc(S(=O)(=O)N2CCOCC2)cn1 | 3% | 0% | -1% | 7% | -5% | 5% | -8 | 35% | -4% | 4% | 0% |
| CCCN1C(=O)c2cc(C(=O)O)ccc2C1O (centres undefined) | -5% | 5% | -2% | 2% | -4% | 0% | 1 | 1% | 2% | -1% | -5% |
| COc1cc(OC)cc(-c2cn[nH]c2N)c1 | 15% | -6% | -7% | -11% | 3% | 4% | -12 | 0% | 2% | -18% | -11% |
| O=C(NCc1ccccn1)c1cccc(S(=O)(=O)N2CCCCC2)c1 | nt | nt | -4% | 8% | nt | nt | 27 | nt | 6% | nt | -5% |
| O=C(/C=C\Nc1ccc2c(c1)OCO2)c1ccc(Cl)s1 | ? | -14% | -8% | ? | 4% | 0.24µM* | -14 | -4% | 0.4µM* | -2% | 0.32µM* |
| CCS(=O)(=O)Nc1cccc(C2=NN(S(=O)(=O)c3ccc(F)cc3)C(c3cccs3)C2)c1 (centres undefined) | -12% | -17% | 5% | ? | 5% | 0% | 1 | 19% | 3% | 1% | 0% |
| C[n+]1cc[nH]c1SCC(=O)c1ccc(Cl)cc1 | 6% | -6%[10 µM] | 1% | 0% | -5% | nt | 0 | ? | 25% | -5% | ? |
| Cc1nn(C)c(Oc2cccc(Cl)c2)c1C#N | -1% | -6% | 1% | -9% | -9% | -6% | -4 | 14% | -3% | -5% | 11% |
| O=S(=O)(c1ccccc1)c1nc(-c2ccco2)oc1NCc1ccco1 | 7% | 3% | 8% | ? | 12% | -1% | 0 | 34% | 1% | 19% | -3% |
| CC(CN1CCCCC1)OC(=O)C1c2ccccc2Oc2ccccc21 (centres undefined) | nt | 10% | -4% | -2% | -3% | 4% | 2 | 6% | -4% | -2% | 2% |
| CC1CCN(C(=O)COc2cccc3c2CCN(C)C3=O)CC1 | -9% | 25% | 5% | 1% | -3% | 3% | -1 | 10% | -2% | 4% | -2% |
| CN1CCc2nc3ccc(Cl)cc3c(-c3ccccc3Cl)c2C1 | -9% | -9% | 1% | 3% | nt | 3% | 4 | 10% | -7% | 0% | 7% |
| COC(=O)C1=CN(CC2CCCO2)C=C(C(=O)OC)C1c1ccccc1C(F)(F)F (centres undefined) | -5% | 5% | 2% | -6% | 11% | 3% | -4 | 35% | 1% | -3% | -3% |
| Cc1nn(CC(=O)N(C)Cc2ccc(F)cc2)c(C)c1[N+](=O)[O-] | 15% | ? | -7% | 2% | ? | 1% | 2 | -15% | 11% | -6% | -2% |
| COc1ccc(CC(=O)Nc2ncc([N+](=O)[O-])s2)cc1OC | 19% | 23% | -2% | 3% | ? | -13% | 30 | 37% | -3% | -5% | -7% |
| CCOc1ccc(N(C(=O)/C=C/C(=O)Nc2cc(C)on2)C(C(=O)NC2CCCC2)c2ccccc2C)cc1 (centres undefined) | ? | -10% | 0% | -5% | 4% | -2% | 7 | 35% | -6% | -1% | 1% |

3 entries out of the list, arranged by length of the SMILES, smallest number first:
| Compound | Menin MLL FP TR | Gal4-VP16 FLuc | Mito fusion yeast | ELG1 repair inh | MBNL1-CUG inh | FLuc counter | KCNH2 3.1 block | RORgamma inh | NPC1 promoter act | PKM2 act | Rab9 prom act |
| --- | --- | --- | --- | --- | --- | --- | --- | --- | --- | --- | --- |
| COc1cc(OC)cc(-c2cn[nH]c2N)c1 | 15% | -6% | -7% | -11% | 3% | 4% | -12 | 0% | 2% | -18% | -11% |
| O=C(/C=C\Nc1ccc2c(c1)OCO2)c1ccc(Cl)s1 | ? | -14% | -8% | ? | 4% | 0.24µM* | -14 | -4% | 0.4µM* | -2% | 0.32µM* |
| O=C(c1cccc(-n2cccc2)c1)N1CCN(S(=O)(=O)c2ccc(F)cc2)CC1 | 3% | -20% | -3% | -4% | -9% | 0% | -9 | 4% | -4% | 1% | 6% |

Further compounds follow:
| Compound | Menin MLL FP TR | Gal4-VP16 FLuc | Mito fusion yeast | ELG1 repair inh | MBNL1-CUG inh | FLuc counter | KCNH2 3.1 block | RORgamma inh | NPC1 promoter act | PKM2 act | Rab9 prom act |
| --- | --- | --- | --- | --- | --- | --- | --- | --- | --- | --- | --- |
| CCOC(=O)N1CCN(C(=O)C2CCC(CNS(=O)(=O)c3ccc(Cl)cc3)CC2)CC1 (centres undefined) | ? | -7% | -3% | -11% | -6% | 1% | 0 | 33% | -3% | 1% | -9% |
| Cc1nn(CC(=O)N2CCN(c3ccccc3)CC2)c(=O)c2cccn12 | ? | -1% | -1% | 12% | -6% | 1%&-21% | 2 | -25% | -13% | 6% | -2% |
| COc1ccc(C(=O)N2CCCC(CCC(=O)NCc3ccc(F)c(F)c3)C2)o1 (centres undefined) | -1% | 23% | -6% | ? | -8% | ? | -5 | 33% | 8% | 16% | ? |
| O=C1CCN(Cc2ccccc2)CCN1[C@H](CO)Cc1ccccc1 | -1% | 3% | -2% | -12% | -2% | 1% | 8 | -10% | 1% | -6% | 0% |
| C/C(=N/NC(=O)c1ccccc1O)c1ccc(N2C(=O)C3CCCCC3C2=O)cc1 (centres undefined) | 7% | ? | 0% | -4% | 18% | ? | -3 | 13µM* | -6% | 5% | 2% |
| COc1cccc(C(=O)NCCS(=O)(=O)NCc2ccccn2)c1 | nt | nt | -2% | 14% | nt | -1% | -1 | nt | 0% | nt | -4% |
| O=C(O)/C=C/C(=O)NCCNc1ncc(C(F)(F)F)cc1Cl | 14% | 1%[10 µM] | 0% | 8% | 2% | -12% | -7 | 5% | -7% | -6% | 1% |
| CC(C)n1c(CSCc2ccc(Cl)cc2Cl)n[nH]c1=S | -8% | 3.2µM* | -5% | ? | 6% | ? | 16 | 1.4µM* | -7% | 8% | 5% |
| CC1=C(c2ccc(F)cc2)[N+](=O)C(C)(C)N1[O-] | ? | ? | 13µM* | 12% | 5% | 27µM* | 26 | ? | -5% | -11% | -2% |
| CCOCCn1c(=NC(=O)CSCC(=O)N2CCOCC2)sc2cc(OC)ccc21 | nt | 2% | 0% | -4% | 3% | 0% | -10 | 7% | 0% | 16% | 5% |
| CC1CC(NC(=O)N(C)C)N(C)C(=O)N1 (centres undefined) | 5% | -9% | -1% | -2% | -8% | 2% | -1 | 7% | 1% | -9% | -10% |
| Cc1cc(C(=O)Nc2ccc(Cl)c(S(=O)(=O)N3CCOCC3)c2)c2ccccc2n1 | nt | nt | 10% | ? | nt | 2% | 13 | nt | 0% | nt | -11% |
| Cc1ccc(S(=O)(=O)N(C)c2ccc(OCC(=O)N3CCCCC3)cc2)cc1 | nt | -5% | 1% | -16% | -2% | 0% | 12 | -18% | 2% | -16% | 1% |
| COc1ccc(C(=O)/C=C/Nc2ccc(S(=O)(=O)Nc3onc(C)c3C)cc2)cc1 | ? | -4% | -8% | ? | nt | 7.6µM* | -10 | ? | 8% | -1% | -1% |

From PubChem BioAssay
